Bioassay records as filed in PubChem BioAssay.
ER stress surv – ER stress cell death inhibition; CSM14.1 thapsigargin ER stress survival, ATP luminescence; relative survival (cellular ATP), % at 15 µg/mL (by protocol); 48,000 tested, 0.33% active;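 active = survival measured by cellular ATP above 50% at 15 µg/ml in the first screen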;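 note: cell death triggered by about 15 µM thapsigargin; ATP read 24 h after thapsigargin was added; plate controls were thapsigargin with DMSO for no effect and DMSO without thapsigargin for full effect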
* marks the source's active call; other numbers are inactive results. An excerpt, so the mix of outcomes need not match the whole.

mol,ER stress surv
CCOC(=O)C1=C(C)N=c2s/c(=C\c3ccc(Br)o3)c(=O)n2C1c1ccc(F)cc1 (stereo not drawn),2
O=C1NC(=O)N(c2cccc(Br)c2)C(=O)/C1=C/c1ccc(-c2ccccc2C(=O)O)o1,7
C/C(=N\NC(=O)c1cc(-c2ccc3ccccc3c2)n[nH]1)c1cccc([N+](=O)[O-])c1,7
Cc1ccccc1C(=O)Nc1c(C(=O)N2CCCC2)cnn1-c1ccccc1,-2
CCOc1ccccc1/C=C1/C(=O)NN(c2ccc(Br)cc2)C1=O,0
CCOc1cc(C(=O)N2CCN(C)CC2)cc(OCC)c1OCC,10
O=C(c1ccccc1F)N1CCN(CCCc2ccccc2)CC1,5
Cc1ccccc1N(C)S(=O)(=O)c1ccc(Cl)cc1,2
Cc1[nH]n(-c2ccc([N+](=O)[O-])cc2)c(=O)c1/C=N/N1CCOCC1,-9
CCOc1cccc(C(=O)Nc2nnc(C(c3ccccc3)c3ccccc3)s2)c1,4
O=C(c1cccnc1)N1CCN(S(=O)(=O)c2ccccc2)CC1,-4
CCOC(=O)C1=NNC(C(=O)c2ccc(Cl)cc2)C1c1ccc(OC)cc1 (stereo not drawn),2
COc1ccc(OC)c(N2C(=O)c3cccc4cccc(c34)C2=O)c1,4
CCN(Cc1ccccc1)C(=O)c1ccc([N+](=O)[O-])cc1,-1
O=C(c1ccccc1Br)N1CCc2ccccc2C1,8
O=C(NCCNc1c(Cl)cccc1[N+](=O)[O-])c1cc(F)c(F)cc1Cl,0
CC(C)(C)C1CCc2c(sc(NC(=O)C3CC4CCC3C4)c2C(N)=O)C1 (stereo not drawn),0
CCN1C(=O)/C(=C/c2ccc(NC(=O)c3ccc4ncccc4c3)cc2)SC1=S,9
O=C1c2ccccc2C(=O)N1c1nc(-c2ccccc2)cs1,3
O=[N+]([O-])c1cc([N+](=O)[O-])c2oc(-c3ccccc3)c(Br)c2c1O,3
CCOc1cc(/C=C2/SC(=S)NC2=O)cc(Br)c1OCc1ccc(F)cc1,5
Nc1ccc(C2CC(=O)NC(=O)N2)cc1 (stereo not drawn),3
O=C(NCC1(c2ccccc2)CCOCC1)c1ccccc1C(=O)c1ccccc1,3
CCc1ccc(N2C(=O)NC(=O)/C(=C\c3ccc(OCC(=O)O)c(Br)c3)C2=O)cc1,3
O=C(O)COc1ccc2c(=O)c(-c3ccc(Cl)cc3)coc2c1,-2

An excerpt from further up, for reference:
mol,ER stress surv
CCOC(=O)C1=C(C)N=c2s/c(=C\c3ccc(Br)o3)c(=O)n2C1c1ccc(F)cc1 (stereo not drawn),2
O=C1NC(=O)N(c2cccc(Br)c2)C(=O)/C1=C/c1ccc(-c2ccccc2C(=O)O)o1,7
C/C(=N\NC(=O)c1cc(-c2ccc3ccccc3c2)n[nH]1)c1cccc([N+](=O)[O-])c1,7
Cc1ccccc1C(=O)Nc1c(C(=O)N2CCCC2)cnn1-c1ccccc1,-2
CCOc1ccccc1/C=C1/C(=O)NN(c2ccc(Br)cc2)C1=O,0
CCOc1cc(C(=O)N2CCN(C)CC2)cc(OCC)c1OCC,10

Next compounds.
mol,ER stress surv
CCCCOC(C)n1cc(Cl)c(=O)[nH]c1=O (stereo not drawn),2
CCOc1cc(C(=O)N2CCN(c3ccccc3OC)CC2)cc(OCC)c1OCC,2
NC1=NC(=O)/C(=C\c2ccc(-c3ccc(F)cc3)o2)S1,-2
COC(=O)C1=C(C)N=c2s/c(=C\c3ccc(F)cc3)c(=O)n2C1c1ccccc1 (stereo not drawn),5
COc1ccc(C)cc1NC(=O)c1cc(OC)c(OC)c(OC)c1,3
COc1ccc(C2NC(=S)NC(C)=C2C(=O)Nc2cccc(Cl)c2)cc1 (stereo not drawn),-4
COc1ccc(C(=O)Nc2ccc(-c3nc4cc(C)c(C)cc4o3)c(O)c2)cc1[N+](=O)[O-],0
O=C(COc1ccc(Cl)cc1)N1CCN(C(=O)COc2ccc3ccccc3c2)CC1,4
CC1=NN(c2ccc(C(=O)O)cc2)C(=O)/C1=C\c1ccc(O)cc1,-2
COc1ccc(Nc2cc(C)nc3c(C)cccc23)cc1,-5
COc1ccc(-c2nn(-c3ccccc3)cc2/C=c2\sc3nc(-c4ccc(C)cc4)nn3c2=O)cc1,3
CCCCc1cccc(C(=O)CSc2nc(C)c(C)c(C)c2C#N)c1,9
COCCNC(=O)c1ccc(Cl)c([N+](=O)[O-])c1,2
COC(=O)c1ccc(NC(=O)c2ccc(F)cc2)cc1,-3
O=C(Nc1ccccc1C(=O)N1CCOCC1)c1ccncc1,-5
CCOc1cc(C=O)ccc1OCC(N)=O,6
O=C(Nc1cccc2ccccc12)C1(c2ccccc2)CCOCC1,12
O=[N+]([O-])c1ccc(S(=O)(=O)n2cccn2)cc1,0
CCOC(=O)c1c(NC(=O)C2C(C=C(Cl)Cl)C2(C)C)sc2c1CCCC2 (stereo not drawn),8
Cc1ccc2c(c1)C(c1ccccc1[N+](=O)[O-])CC(=O)N2 (stereo not drawn),-3
COC(=O)C1=C(C)NC2=C(C(=O)c3ccccc32)C1c1ccc(OCc2ccc(F)cc2)c(Cl)c1 (stereo not drawn),11
CS(=O)(=O)N(CC(=O)NCc1cccnc1)c1ccc(Oc2ccccc2)cc1,5
CCCCCCOc1ccc(N2C(=O)CC(N3CCC(C(N)=O)CC3)C2=O)cc1 (stereo not drawn),4
O=C(Nc1ccc(N2CCOCC2)cc1)c1cccc([N+](=O)[O-])c1,3
O=C(NC(=S)Nc1ccc(N2CCCCC2)c(Cl)c1)c1ccco1,7

Further entries:
mol,ER stress surv
CCOC(=O)c1c(NC(=O)Cc2ccc(Cl)cc2)sc(C(=O)Nc2ccc(OC)cc2OC)c1C,4
CC(=O)c1cccc(NC(=O)c2cc(S(=O)(=O)N3CCOCC3)ccc2Cl)c1,13
C=CCN1C(=O)/C(=C\c2cc(C)n(-c3ccccc3)c2C)SC1=S,7
Cc1ccc(C2=NOC(=O)/C2=C\C=C\c2ccccc2)cc1,7
CN(C)c1ccc(-c2nc3cc(NC(=O)c4cccc(Br)c4)ccc3o2)cc1,3
O=C(N/N=C/c1c(Sc2ccccn2)nc2ccccn2c1=O)c1ccccc1,11
CCOc1ccc(NC(=O)CC2S/C(=N\N=C(/C)c3ccc(F)cc3)NC2=O)cc1 (stereo not drawn),4
Cc1ccc(-c2csc(Nc3ccc(O)cc3)n2)c(C)c1,-7
COc1ccc(N2C(=O)/C(=C\c3ccc4ccccc4c3)SC2=S)cc1,8
CCN(CC)S(=O)(=O)c1cc(C(=O)NCc2ccccc2)ccc1Cl,12
CCOc1ccc(N(CC(=O)NC(C)CC)S(=O)(=O)c2ccc(Br)cc2)cc1 (stereo not drawn),9
CCOc1ccc(-c2nc3cc(NC(=O)c4ccccc4F)ccc3o2)cc1,8
Oc1ccc(N=Cc2ccc(O)c(O)c2)cc1,20
CCOC(=O)C1=C(C)N=c2s/c(=C\c3ccc(OC)cc3)c(=O)n2C1/C=C/c1ccccc1 (stereo not drawn),13
O=C(O)CCCN1C(=O)C(=O)/C(=C(/O)c2ccccc2)C1c1ccc(Cl)cc1Cl (stereo not drawn),0
NC(=O)c1cc(NS(=O)(=O)c2ccc(F)cc2)ccc1Cl,5
CC1(C)CC(OC(=O)/C=C\C(=O)OC2CC(C)(C)NC(C)(C)C2)CC(C)(C)N1,1
COc1ccc2oc(=O)c(C(=O)Nn3cnnc3)cc2c1,4
COCCCNC(=O)CN(c1ccc(C)cc1)S(C)(=O)=O,5
Cc1ccc(S(=O)(=O)Oc2ccccc2/C=C2/SC(=S)N(Cc3ccccc3)C2=O)cc1,0
Cc1ccccc1NC(=O)c1c(NC(=O)Cc2ccccc2)sc2c1CCCCC2,0
CC(C)c1ccc(NC(=O)C2CC2)cc1,6
CCOc1cc(/C=N/NC(=O)c2cccc(Cl)c2)ccc1OCCOCCOc1ccc(C)cc1,12
O=C(CSc1ncn[nH]1)Nc1cccc(C(F)(F)F)c1,-9
O=C1c2ccccc2C(=O)N1CCCc1nc2ccccc2c(=O)n1-c1cccnc1,2

Further results:
mol,ER stress surv
O=C(C1CCCO1)N1CCN(c2cccc(Cl)c2)CC1 (stereo not drawn),-4
CCOC(=O)C(=CNc1ccccc1C(C)C)C(=O)OCC,-3
COc1ccc(/C=N/NC(=O)c2ccccn2)cc1Cl,-8
CCOC(=O)C1=C(C)N=c2s/c(=C\c3ccc(-c4ccc([N+](=O)[O-])cc4)o3)c(=O)n2C1c1ccc2c(c1)OCO2 (stereo not drawn),13
COC(=O)c1cc(C(=O)Nc2ccc(F)cc2)cc([N+](=O)[O-])c1,7
Cc1ccc(C(=O)NNC(=O)c2ccccc2C)cc1,1
O=C(Nc1ccc(I)cc1)/C(=C\c1cccs1)NC(=O)c1ccccc1,0
CCCC(=O)c1ccc(N2CCN(C(=O)c3cccc(F)c3)CC2)c(F)c1,13
CC(C)c1ccc(/C=C2/C(=O)NN(c3ccc(F)cc3)C2=O)cc1,1
CCOC(=O)Nc1nc(C)c(C(C)=O)s1,10
CCOC(=O)N1CCN(C2CC(=O)N(c3cccc(Br)c3)C2=O)CC1 (stereo not drawn),5
CC(=O)Nc1ccc(S(=O)(=O)/N=C2\C=CC(=O)c3ccccc32)cc1,-6
COC(=O)c1ccccc1NC(=O)c1ccc(CN(c2ccccc2)S(C)(=O)=O)cc1,12
O=C(Nc1ccc(Br)c(Cl)c1)c1cccc([N+](=O)[O-])c1,1
O=C1NC(=S)S/C1=C/c1ccc(OCc2ccc(Cl)cc2)cc1,8
N#Cc1c(N)c(C(=O)c2ccc(Br)cc2)n2c1CCC2,-2
FC(F)(F)c1ccccc1CN1CCN(Cc2ccc3ccccc3c2)CC1,2
COc1cc(C(=O)Nc2cccc(-c3cc4ccccc4oc3=O)c2)cc(OC)c1OC,-4
Cc1cc(OCCCn2ccnc2)cc(C)c1Cl,-3
Clc1ccc(-c2ccc(/C=N/Nc3nncc(-c4ccccc4)n3)o2)cc1,8
CCOC(=O)C1=C(O)/C(=C\c2ccccc2[N+](=O)[O-])N=C1C,-6
O=C(CSc1nc2ccccc2[nH]1)N/N=C/c1ccccc1[N+](=O)[O-],17
O=C(O)CCCc1nc2ccccc2[nH]1,13
COc1ccc(-c2cc(C(=O)Nc3ccccn3)c3ccccc3n2)cc1,1
OCCCNC(Nc1ccc(Cl)cc1)=C(c1ccccc1)c1ccccc1,-2

Continued:
mol,ER stress surv
C/C(=N\NS(=O)(=O)c1ccc(C)cc1)C(C)(C)CC(=O)O,8
COc1ccc(NC(=O)C(=O)NCC2CCCO2)cc1Cl (stereo not drawn),-2
CN(C)c1ccc(-c2nc3cc(NC(=O)c4cc5ccccc5o4)ccc3o2)cc1,-3
C/C(=N/NC(=O)CNc1ccccc1C)c1ccc(Br)cc1,21
Cc1ccc(N2C(=O)NC(=O)/C(=C/c3cc(C)n(-c4ccccc4)c3C)C2=O)cc1,6
Cc1cc(/C=C2\C(=O)NC(=S)N(c3ccc(Cl)cc3)C2=O)c(C)n1C,4
Cc1ccc2oc(C(F)(F)C(F)F)cc(=O)c2c1,3
CCOC(=O)C1=C(C)N=c2s/c(=C\c3ccc([N+](=O)[O-])o3)c(=O)n2C1c1ccc(OCC)cc1 (stereo not drawn),3
Cc1cc(C(=O)N/N=C\c2cc(Br)ccc2OCc2ccccc2)n[nH]1,1
CC(C)c1ccc(CNc2cc(N3CCN(C(=O)c4ccc(Cl)cc4)CC3)ccc2[N+](=O)[O-])cc1,3
O=C(c1ccc(Cl)cc1[N+](=O)[O-])N1CCN(C(c2ccccc2)c2ccccc2)CC1,13
COc1ccc(-c2nc3cc(NC(=O)c4ccco4)ccc3o2)cc1Cl,4
CCC1CCc2c(sc(NC(=O)C3C4CCC(C4)C3C(=O)O)c2C(=O)OC(C)C)C1 (stereo not drawn),1
CCC1=NN2C(=N)/C(=C/c3ccc(-c4ccc([N+](=O)[O-])cc4C)o3)C(=O)N=C2S1,9
COc1ccc(/C=C/C(=O)Nc2ccccc2OC)cc1Br,-3
COc1ccc(C(=O)Nc2cc(C)cc(C)n2)cc1,-2
O=C1C=C(NCc2ccc(F)cc2)CC(c2ccccc2)C1 (stereo not drawn),0
CN(C)c1ccc(/C=N/n2cnc3sc4c(c3c2=O)CCCC4)cc1,8
O=C(Nc1ccc(O)c(-c2nc3cc(Cl)ccc3o2)c1)c1ccccc1,-3
COc1ccc(OC)c(/C=N/n2cnnc2)c1,5
O=C(CNC(=O)c1ccccc1)c1ccc(Br)cc1,8
O=C(O)CN(c1ccccc1[N+](=O)[O-])S(=O)(=O)c1ccccc1,12
Oc1ccccc1C(=S)N1CCOCC1,-3
O=C(NCc1ccccc1Cl)c1cccc(Br)c1,-3
CCOc1ccc(Nc2nc(-c3c(C)nc4cc(C)ccn34)cs2)cc1,96*

More compounds follow:
mol,ER stress surv
O=C(COc1ccc(Cl)cc1Br)NNC(=O)c1ccc(-c2ccccc2)cc1,8
COc1ccc(NC(=O)c2cc(-c3ccc(OC)cc3OC)nc3ccccc23)c(OC)c1,4
Cc1cc(C)cc(NCc2ccncc2)c1,8
COc1ccc(/C(C)=N\OCc2nc3c4c5c(sc4ncn3n2)C(C)(C)NC(C)(C)C5)cc1OC,5
Cc1ccc(/C=C2\SC(=S)N(CC(=O)O)C2=O)o1,4
O=C(NCCCNc1ccc([N+](=O)[O-])cc1)c1ccc(Cl)cc1,9
COc1ccccc1/C=N\N1CCN(c2ccccc2)CC1,8
CCOC(=O)C1CCN(C(=O)c2ccccc2[N+](=O)[O-])CC1,4
O=C1C2C(C(=O)N1/N=C/C=C/c1ccccc1)C1C=CC2C12CC2 (stereo not drawn),5
